# ZTA counter – ZTA (EBV) inhibition in EBNA-1 counter-screen; ZTA-DNA binding, fluorescence polarization; actives 0.15% (n = 320,000); P03206; AID 2234; inhibition, % at 11 µM; in the data active means inhibition above about 33%
# Target sequence (P03206 whole entry, looked up): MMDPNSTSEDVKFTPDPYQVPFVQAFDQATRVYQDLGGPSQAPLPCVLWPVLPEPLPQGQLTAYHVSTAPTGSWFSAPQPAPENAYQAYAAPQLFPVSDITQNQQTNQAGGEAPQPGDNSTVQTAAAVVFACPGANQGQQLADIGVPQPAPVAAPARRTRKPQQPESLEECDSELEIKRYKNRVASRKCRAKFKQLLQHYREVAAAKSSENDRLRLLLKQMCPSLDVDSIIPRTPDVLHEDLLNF
# TPT1 inh – inhibitors of Candida albicans tRNA 2'-phosphotransferase TPT1 | recombinant caTPT1, FP RNA substrate dephosphorylation | inhibition, % at 5 µM | actives 0.81% (n = 300,000) | AID 1962;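 active means inhibition above the mean of all tested compounds plus 3 SD, set per screening campaign, cut at about 24% in these data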;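 further: plate controls were DMSO alone for no effect and ferristatin control at 100 nM for full effect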
# PP1 counter – PP1-alpha (human) inhibition in PP5 counter-screen; purified PP1alpha, OMFP fluorescence; inhibition, % at 6.7 µM; P62136; AID 2235; actives 0.9% (n = 320,000);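 active means inhibition above the mean inhibition of all tested compounds plus 3 SD, computed separately for each screening campaign, cut at about 15% in these data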
# Yeast superoxide – yeast age-related superoxide inhibition as caloric restriction mimetic; actives 0.18% (n = 330,000); S. cerevisiae aged cells, superoxide DHE fluorescence; hits give low values; AID 2690; superoxide response (% of plate mean), % at 10 µM;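 active means superoxide response under a set limit, about three screen SD below normal, cut at about 65% in these data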;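 further: yeast aged for seven days with compound at 30 °C before DHE staining; 100% = average MFI of all compound-treated wells on the plate with controls excluded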
# CTSL1 counter – cathepsin L1 inhibition, PFM18AAP counter-screen; AID 1906; recombinant F. hepatica cathepsin L1, Z-Leu-Arg-MCA fluorescence; actives 0.49% (n = 300,000); inhibition, % at 5.96 µM;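 active means inhibition above the mean of all tested compounds plus 3 SD, set per screening campaign, cut at about 17% in these data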;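 further: 0% = plate median of test compound wells and 100% = 1 µM Z-Phe-Ala-diazomethylketone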
# GASC-1 inh – human JMJD2C demethylase inhibition. AID 2099. actives 0.069% (n = 330,000). inhibition, % at 2.35 µM. Q9H3R0. GST-JMJD2C(1-420) H3K9me3 demethylation, DELFIA europium;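 active means more than half of a compound's replicate wells show inhibition beyond 50%, single wells judged on their own value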;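 further: signal counts dimethyl H3K9 product captured on neutravidin plate; 0% = median of DMSO wells and 100% = 0.3 times that DMSO median; strong numbers were not always called active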
# Target sequence (Q9H3R0 1-420 limits assumed): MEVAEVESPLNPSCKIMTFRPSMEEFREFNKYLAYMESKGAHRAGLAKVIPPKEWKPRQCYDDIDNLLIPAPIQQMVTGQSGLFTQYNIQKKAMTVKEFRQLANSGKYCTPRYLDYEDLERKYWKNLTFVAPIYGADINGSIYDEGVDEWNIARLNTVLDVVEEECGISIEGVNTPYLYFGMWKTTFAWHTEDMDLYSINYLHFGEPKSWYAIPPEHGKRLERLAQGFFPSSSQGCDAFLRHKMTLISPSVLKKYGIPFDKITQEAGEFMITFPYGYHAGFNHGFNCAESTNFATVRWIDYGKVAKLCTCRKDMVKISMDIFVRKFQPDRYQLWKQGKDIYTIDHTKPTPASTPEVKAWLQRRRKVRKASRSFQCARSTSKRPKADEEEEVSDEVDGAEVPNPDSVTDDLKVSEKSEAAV
# EBNA-1 inhibitor – blocks EBNA-1 binding to DNA; actives 0.34% (n = 300,000); AID 1950; EBNA-1 DNA binding, fluorescence polarization; inhibition, % at 14.8 µM; in the data active means inhibition above about 28%
# PP5 primary – inhibitors of human protein phosphatase 5 (PP5); P53041; purified PP5c, OMFP substrate fluorescence; inhibition, % at 6.7 µM; actives 0.18% (n = 320,000);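 active means inhibition above the campaign's mean inhibition across all tested compounds plus 3 SD, cut at about 9.5% in these data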;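 further: 0% = DMSO only and 100% = 100 µM cantharidin control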
# core dimer inh – blocks dimerization of HCV core protein | TR-FRET GST/Flag-core106 dimerization, 1536-well | inhibition, % at 5 µM | actives 0.33% (n = 300,000);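 active means inhibition above the mean of all tested compounds plus 3 SD, set per screening campaign, cut at about 45% in these data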
#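 Test system: GST/Flag-tagged HCV core106 proteins; Medium: KF-containing HEPES buffer, pH 7.45, DTT, CHAPS, BSA; Times: compound-protein-antibody incubation 4 h at 22.5 °C; Detection: TR-FRET 671 and 617 nm emission; Benchmarks: wells lacking GST-core106 and wells with excess unlabelled core106.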
# Starred values were filed as active, the others as inactive.
# Results follow in this order: ZTA counter, TPT1 inh, PP1 counter, Yeast superoxide, CTSL1 counter, GASC-1 inh, EBNA-1 inhibitor, PP5 primary, core dimer inh
> Cc1ccc2c(c1)-c1c(cnn1CC(=O)N1CCCN(Cc3ccccc3F)C1)CO2
 : 7, -1, -5, 112, 0, -6, -3, 1.0, 13
> O=C(O)c1cccc(N2C(=O)CSC2c2c(F)cccc2Cl)c1 (stereo not drawn)
 : -22, 1, -1, 100, -1, -3, -12, -4.0, 1
> N/C(=N\OC(=O)CSc1ccccc1)c1ccncc1
 : -3, 1, -1, 101, -36, 0, -9, 2.2, -4
> COc1cc(/C=C/C(=O)OCC(=O)Nc2ccc3c(c2)OCCO3)ccc1OCC#N
 : 4, 1, 0, 87, -2, 2, 2, -0.2, -4
> O=C(O)c1cn(C2CCCCC2)c2ccccc2c1=O
 : 9, -4, 1, 100, -2, -3, -1, -0.4, -5
> Cc1cc(NS(=O)(=O)c2ccc(C(C)C)cc2)no1
 : -11, 0, -4, 102, 0, 1, -8, -5.5, -6
> O=C(O)c1cccnc1SCC(=O)C12CC3CC(CC(C3)C1)C2
 : -8, -2, -2, 85, 7, -1, -19, 1.9, 1
> CC1(C)OC(=O)C(=CNC(CCC(N)=O)C(=O)O)C(=O)O1 (stereo not drawn)
 : -11, 0, -1, 87, -3, -11, -15, 1.0, -6
> CCO[C@@H]1OC(C(=O)O)=C[C@H](C2CCCCC2)[C@H]1CCCO
 : -18, 4, 5, 101, 2, 0, -5, 4.4, -2
> CCNC(=S)N1CCN=C1Nc1nc(C)cc(C)n1
 : 18, 1, 0, 100, 6, -6, 7, -1.1, -2
> CC(=O)Cn1cnc2sc(-c3ccccc3)cc2c1=O
 : 10, 0, 4, 97, 0, 3, -1, 0.3, 7
> COc1ccc(C(=O)NCCN2C(=O)S/C(=C\c3cccnc3)C2=O)cc1[N+](=O)[O-]
 : 2, 6, 0, 122, 2, 5, -5, -1.5, 1
> CCCCOc1ccc(C(=O)NN2CCOCC2)cc1
 : -4, 1, 1, 104, -4, 0, -6, -1.2, -1
> COc1ccc(OC)c(C2CC(=O)N3CN(c4ccc(C)c(Cl)c4)CSC3=C2C#N)c1 (stereo not drawn)
 : 7, -3, -1, 84, 2, 0, 6, 0.3, -10
> CC(=O)Nc1ccc(NC(=O)C(C)OC(=O)CCCOc2ccc(Cl)cc2C)cc1 (stereo not drawn)
 : 3, 0, -9, 108, -22, 5, 2, 0.5, 4
> CCC(=O)c1ccc(OCC(=O)NCCc2ccccn2)cc1
 : -16, 2, -6, 96, 1, 9, -15, -1.8, -6
> O=C(NCc1ccc(Cl)cc1)C1CCN(S(=O)(=O)c2ccc(F)cc2)CC1
 : 1, -4, -4, 98, 1, 0, 4, -0.8, -2
> O=C(NNC1=NCCCCC1)c1cccc([N+](=O)[O-])c1
 : -1, -2, -2, 102, -5, -2, 3, 2.5, 3
> C=CCn1c(=S)[nH]c2nc3c(cc2c1=O)CCCC3
 : 12, -1, -2, 111, 1, 7, -9, 2.4, 6
> COc1ccc(C(=O)NCC2(c3ccccc3)CCOCC2)cc1
 : -14, 0, 2, 109, -2, 24, 5, 0.8, -12

# Compounds listed so far with a nitro group on carbon:
# Results follow in this order: ZTA counter, TPT1 inh, PP1 counter, Yeast superoxide, CTSL1 counter, GASC-1 inh, EBNA-1 inhibitor, PP5 primary, core dimer inh
> COc1ccc(C(=O)NCCN2C(=O)S/C(=C\c3cccnc3)C2=O)cc1[N+](=O)[O-]
 : 2, 6, 0, 122, 2, 5, -5, -1.5, 1
> O=C(NNC1=NCCCCC1)c1cccc([N+](=O)[O-])c1
 : -1, -2, -2, 102, -5, -2, 3, 2.5, 3

# One compound at a time, from the list above. Order of screens: ZTA counter | TPT1 inh | PP1 counter | Yeast superoxide | CTSL1 counter | GASC-1 inh | EBNA-1 inhibitor | PP5 primary | core dimer inh
# Listed for CC1(C)OC(=O)C(=CNC(CCC(N)=O)C(=O)O)C(=O)O1 (stereo not drawn) = -11 | 0 | -1 | 87 | -3 | -11 | -15 | 1.0 | -6
# Listed for O=C(O)c1cn(C2CCCCC2)c2ccccc2c1=O = 9 | -4 | 1 | 100 | -2 | -3 | -1 | -0.4 | -5

# The listing picks up; the 2 compounds before the break are reprinted first.
# Results follow in this order: ZTA counter, TPT1 inh, PP1 counter, Yeast superoxide, CTSL1 counter, GASC-1 inh, EBNA-1 inhibitor, PP5 primary, core dimer inh
> C=CCn1c(=S)[nH]c2nc3c(cc2c1=O)CCCC3
 : 12, -1, -2, 111, 1, 7, -9, 2.4, 6
> COc1ccc(C(=O)NCC2(c3ccccc3)CCOCC2)cc1
 : -14, 0, 2, 109, -2, 24, 5, 0.8, -12
> COc1ccc(CCNC(=O)CCNC(=O)c2ccc(Cl)cc2)cc1OC
 : 14, 3, -1, 109, -2, 5, 3, 2.5, -2
> Cc1sc2ncn(-c3ccccc3)c(=O)c2c1C
 : -7, -1, -5, 99, 2, -8, -2, 0.4, 1
> CNc1nc(N/N=C/c2ccc([N+](=O)[O-])cc2)nc(Nc2ccccc2)n1
 : 3, -1, 2, 104, 2, -17, 9, 5.6, -9
> CC(=O)Nc1ccc(OCC(=O)c2cc(C)ccc2C)cc1
 : 12, 1, -3, 97, -3, 6, 16, 0.8, 2
> COc1cccc(C(=O)NCc2ccc(N3CCN(C(=O)OC(C)(C)C)CC3)cc2)c1
 : -6, 1, 1, 98, 5, -28, -6, 1.3, 5
> COC(C(=O)NC1CCCCCCC1)c1ccccc1 (stereo not drawn)
 : 6, 4, -1, 107, 0, -4, 2, 1.5, 2
> COc1cc2c(cc1OC)CN(c1nc(CN3CCOCC3)nc3sc4c(c13)CCCC4)CC2
 : 6, 6, 4, 96, 4, 1, 3, 1.7, 12
> COc1ccc(S(=O)(=O)N2CCOC2CNC(=O)C(=O)NCC(C)C)cc1OC (stereo not drawn)
 : 12, 0, -1, 106, -3, -2, 11, -0.5, 7

# A second format for some results above:
canonical_smiles | ZTA counter | TPT1 inh | PP1 counter | Yeast superoxide | CTSL1 counter | GASC-1 inh | EBNA-1 inhibitor | PP5 primary | core dimer inh
CC(=O)Nc1ccc(OCC(=O)c2cc(C)ccc2C)cc1 | 12 | 1 | -3 | 97 | -3 | 6 | 16 | 0.8 | 2
COc1cccc(C(=O)NCc2ccc(N3CCN(C(=O)OC(C)(C)C)CC3)cc2)c1 | -6 | 1 | 1 | 98 | 5 | -28 | -6 | 1.3 | 5
COC(C(=O)NC1CCCCCCC1)c1ccccc1 (stereo not drawn) | 6 | 4 | -1 | 107 | 0 | -4 | 2 | 1.5 | 2
COc1cc2c(cc1OC)CN(c1nc(CN3CCOCC3)nc3sc4c(c13)CCCC4)CC2 | 6 | 6 | 4 | 96 | 4 | 1 | 3 | 1.7 | 12

# Source: PubChem (several laboratories)
